NR3A LBD binder – modulates the human NR3A ligand-binding domain | NR3A LBD differential scanning fluorimetry, Tm shift; 0% = protein alone, 100% = glycine-bound protein | Tm shift relative to glycine control, % at 25 µM | 340,000 tested, 2.5% active;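 active = melting temperature shift of at least 10% of the positive control shift, at one fixed dose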
CXCR6 inh – blocks human CXCR6 beta-arrestin recruitment; O00574; inhibition, % at 20 µM; 360,000 tested, 0.36% active; CHO-K1 PathHunter CXCR6 beta-arrestin, luminescence; in the data active = inhibition above about 34%, passing the limit was not always enough;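 also: antagonist mode with CXCL16 agonist at 10 nM final; 0% = 10 nM CXCL16 with DMSO and 100% = unstimulated wells without agonist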
Target sequence (O00574 whole entry, looked up): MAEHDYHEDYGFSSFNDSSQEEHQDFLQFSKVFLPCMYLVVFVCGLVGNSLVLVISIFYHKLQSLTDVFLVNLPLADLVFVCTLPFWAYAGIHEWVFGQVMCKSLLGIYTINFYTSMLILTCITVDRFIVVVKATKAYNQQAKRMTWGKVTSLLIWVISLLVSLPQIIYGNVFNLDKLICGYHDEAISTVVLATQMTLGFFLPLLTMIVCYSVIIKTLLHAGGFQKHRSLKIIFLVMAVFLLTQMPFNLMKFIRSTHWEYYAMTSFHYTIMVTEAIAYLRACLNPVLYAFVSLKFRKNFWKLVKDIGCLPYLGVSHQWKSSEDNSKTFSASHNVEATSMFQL
A3A deaminase – blocks human APOBEC3A ssDNA deamination. recombinant A3A, FAM/TAMRA ssDNA deamination fluorescence. 330,000 tested, 0.41% active. P31941. inhibition, % at 20 µM. AID 493011;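 active = at least 40% inhibition at 20 µM here, with at most 30% in a related deaminase screen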;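 also: plate controls were A3A with DMSO for no effect and wells lacking A3A enzyme for full effect; some results filed as inactive read as strong as hits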
Target sequence (P31941 whole entry, looked up): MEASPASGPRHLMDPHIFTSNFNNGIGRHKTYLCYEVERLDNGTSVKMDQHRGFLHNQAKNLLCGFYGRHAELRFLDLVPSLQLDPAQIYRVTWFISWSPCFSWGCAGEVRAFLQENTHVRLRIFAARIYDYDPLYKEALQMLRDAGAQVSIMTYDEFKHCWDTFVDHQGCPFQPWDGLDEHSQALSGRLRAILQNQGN
EBI2 antag – EBI2 (human) antagonism | P32249 | EBI2 beta-arrestin recruitment, luminescence, 7a,25-OHC stimulated | inhibition, % at 5 µM | 360,000 tested, 0.81% active; in the data active = inhibition above about 38%;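 also: enzyme fragment complementation signal reports receptor beta-arrestin coupling in cells; 0% = agonist plus DMSO wells and 100% = wells without agonist; some results beyond the cut were filed as inactive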
Target sequence (P32249 whole entry, looked up, the tested form may be a part): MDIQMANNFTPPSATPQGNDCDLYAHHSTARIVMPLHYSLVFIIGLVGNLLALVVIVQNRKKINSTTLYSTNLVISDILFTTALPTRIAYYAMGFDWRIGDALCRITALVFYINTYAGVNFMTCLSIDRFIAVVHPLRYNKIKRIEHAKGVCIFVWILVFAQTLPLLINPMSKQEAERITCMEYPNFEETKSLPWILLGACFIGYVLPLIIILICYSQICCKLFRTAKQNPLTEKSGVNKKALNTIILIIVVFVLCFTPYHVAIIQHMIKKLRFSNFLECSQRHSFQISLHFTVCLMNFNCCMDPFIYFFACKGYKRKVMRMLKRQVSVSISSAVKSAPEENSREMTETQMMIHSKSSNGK
MPTP inh – inhibitors of mitochondrial permeability transition pore | isolated mouse mitochondria, Ca2+ swelling absorbance, 30 min | 360,000 tested, 1.4% active | inhibition, % at 10 µM;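 active = inhibition of 50% or more, scaled per plate between neutral and stimulator controls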;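 also: 0% = DMSO wells given calcium and 100% = 1 mM EGTA wells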
Gli-Sufu block – antagonists of Gli-Sufu signaling. AID 588413. 340,000 tested, 0.74% active. Sufu-KO-LIGHT fibroblasts, Gli luciferase reporter luminescence. inhibition, % at 5 µM;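 active = inhibition above about 55%, limit read from the data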;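 also: 0% = DMSO-treated cells and 100% = wells with medium but no cells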
CCR6 antagonist – antagonists of human CCR6 receptor; CHO-K1 CCR6 PathHunter beta-arrestin, luminescence, CCL20-stimulated; P51684; 340,000 tested, 0.49% active; inhibition, % at 20 µM;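 active = compounds whose inhibition of the agonist-driven luminescence signal at 20 µM reaches about 50%, limit read from the data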;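 also: cells stimulated with CCL20 at 14 nM final; plate controls were DMSO with CCL20 for no effect and DMSO without agonist for full effect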
APOBEC3G inh – blocks human APOBEC3G single-stranded DNA deamination; AID 493012; inhibition, % at 20 µM; 330,000 tested, 0.28% active; Q9HC16; recombinant A3G, ssDNA deamination FAM/TAMRA fluorescence;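 active = inhibition of at least 40% at 20 µM, with no more than 30% in the related APOBEC3A deaminase screen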;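 also: plate controls were DMSO wells with A3G for no effect and wells lacking A3G enzyme for full effect; some compounds called inactive have numbers as strong as hits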
* marks the source's active call; other numbers are inactive results; / = no result given.

SMILES	NR3A LBD binder	CXCR6 inh	A3A deaminase	EBI2 antag	MPTP inh	Gli-Sufu block	CCR6 antagonist	APOBEC3G inh
COc1ccc(CC(=O)NNC(=O)c2ccco2)cc1	-1	0	1	2	-0.3	-12	12	-3
O=C(O)c1ccccc1-c1nc2ccccc2n1-c1ccccc1	-3	4	5	-2	0.2	22	6	0
O=C(C1CCN(S(=O)(=O)c2cnc[nH]2)CC1)N1CCN(c2ccc([N+](=O)[O-])cc2)CC1	1	2	-7	2	-0.7	4	10	-6
Cc1ccc(S(=O)(=O)N2CCCC(c3nc(-c4ccc(C)o4)no3)C2)cc1 (centres undefined)	-1	1	1	2	-0.1	0	20	-3
COc1cc2ccccc2cc1C(=O)NC(=S)Nc1cccc(C(=O)O)c1	1	4	0	3	-0.2	-27	10	1
COc1ccc(-c2cc(C(F)(F)F)nc(SCCC(=O)N3CCCC3)n2)cc1	-3	7	1	14	3.0	7	17	-3
CN(C)S(=O)(=O)c1ccc(N2CCCC2)c(C(=O)NNC(=O)COc2cccc(F)c2)c1	-1	-6	1	2	-1.2	-5	10	-5
Cc1cc(C(=O)OCC(=O)NCc2cccs2)c2ccccc2n1	-1	4	1	0	-0.5	0	7	-2
Cc1cc(-c2nc(C)c(C(=O)NN)s2)no1	0	-13	-2	-15	1.6	3	-27	-6
CC(C)(C)Cc1cc(N)on1	-5	-7	2	0	10	-1	-2	-7
COc1ccccc1N(Cc1ccccc1)S(=O)(=O)c1cccc(C(=O)O)c1	2	0	0	-10	-3.7	3	-6	-2
CCCCn1c(SCC(=O)NC(=O)Cc2ccccc2)nc2ccccc2c1=O	-10	1	-4	5	0.7	-17	18	-6
O=C(O)CSc1nc(-c2ccccc2)c(-c2ccccc2)[nH]1	-1	6	-8	-3	0.8	-3	-5	-4
COc1ccc(C(C(=O)NCC2CCCO2)N(C(=O)c2snc(C(N)=O)c2N)c2ccccc2)cc1OC (centres undefined)	-3	6	-2	-5	-2.5	-17	3	-8
CCOc1ccc2[nH]c3c(NCCCOC)ncnc3c2c1	-3	-5	1	18	0.6	1	5	-2
COc1ccc(C(=O)OCc2cc(=O)n3ccsc3n2)cc1F	0	4	8	-6	0.5	-5	10	9
O=C(O)c1cc(N2CCOCC2)nc2ccccc12	0	1	-3	-4	0.1	0	5	-5
O=C1NC(=O)C(Nc2cccc3ccccc23)S1 (centres undefined)	0	-9	-3	-11	-1.3	-1	9	-3
CC(C)CC(=O)N1CCN(Cc2ccc3c(c2)OCO3)CC1	2	-6	3	5	-0.4	2	15	6
COc1ccc2c(c1)oc(=O)c1cc(OC)ccc12	0	-3	9	0	-0.7	-90	13	29
Cc1cc(OCC(=O)Nc2cc(C(C)(C)C)on2)ccc1[N+](=O)[O-]	-4	-10	1	9	0.5	5	12	-3
O=C(CNC(=O)c1ccccc1)OCc1nnc(-c2ccccc2)o1	2	1	-2	-17	1.1	-12	-1	-12
CC(=O)COc1cc(C)cc2oc(=O)cc(-c3ccccc3)c12	-1	-3	-1	2	0.5	3	14	-4
CCCCNC(=S)N(Cc1c(C)noc1C)c1ccccc1	-1	-3	-4	2	-1.2	6	9	-8
COCc1cc(=O)n2[nH]c(-c3cccc(Br)c3)cc2n1	-5	-6	-4	3	-1.1	-17	-26	-5
CCCn1c(NCc2cc(OC)ccc2OC)nc2ccccc21	0	8	-5	11	8.2	-9	3	-7
CCOc1[nH]c(/N=C/c2ccco2)c(C#N)c1C#N	0	1	0	-12	8.5	14	9	-8
CCOC(=O)c1sc2nc(C)nc(SCC(=O)NC(C)CCc3ccccc3)c2c1C (centres undefined)	-1	-3	-1	-4	5.4	-1	-4	-4
COc1ccc(CNC(=O)CN2CCC(n3nnc4cc(F)ccc43)CC2)cc1	0	-5	1	0	0.4	24	7	-6
Cc1nc2sccn2c(=O)c1S(=O)(=O)N1CCN(c2cccc(Cl)c2)CC1	2	2	4	6	0.2	-5	-2	2
O=C(NCc1ccco1)c1cc(-c2ccccc2)c(N2CCOCC2)s1	2	2	4	7	-2.4	8	5	3
CCOc1c(N2CCCCC2)c(=O)c1=O	0	-3	-1	10	-0.2	0	-17	2
Cc1ccc(-c2csc3nc(CSc4nnc(-c5ccc(Cl)cc5)n4C)[nH]c(=O)c23)cc1	4	10	-1	10	0.6	-1	13	-9
COc1cccc(NC(=O)CN(C)C(=O)c2cc(C)oc2C)c1	1	0	-3	5	-2.0	4	11	-7
Cc1ccc(S(=O)(=O)NCC(=O)OCN2C(=O)c3ccccc3C2=O)cc1	-2	/	-3	/	/	-2	-22	-9
COc1ccc(N2CCN(C(=O)CSc3nc4ccccc4c(=O)[nH]3)CC2)cc1	1	0	-5	-10	0.1	-20	7	-8
COc1cc(CNCCCN2CCOCC2)c(Br)cc1OCC(=O)Nc1ccccc1C	2	7	0	-12	-0.1	17	10	-7
CCCc1nnc(NC(=O)c2cccs2)s1	0	-1	-2	-14	0.3	-25	-4	-5
O=C(COC(=O)c1cc(=O)[nH]c2ccccc12)Nc1ccc(F)cc1F	0	2	-5	1	-2.3	/	6	-5
COc1ccc(CCN(C)C(=O)CN2C(=O)NC3(CCCCCC3)C2=O)cc1OC	4	6	-4	-22	-0.7	3	4	-4
CCOc1ccc(C(C)NC(=O)c2ccccc2OCc2c(C)noc2C)cc1OCC (centres undefined)	8	0	-1	14	0.4	7	15	-5
COC(=O)C(C)N(C#N)c1nc(C)cc(C)n1 (centres undefined)	1	0	-2	-4	-0.5	-2	-5	-7
O=[N+]([O-])c1ccc(C(=S)N2CCN(Cc3ccccc3)CC2)cc1	0	3	-5	4	-2.4	-1	9	-7
Cc1ccc(-c2nnc(SCC(=O)NC3CCCc4ccccc43)n2N)cc1 (centres undefined)	0	-3	2	-19	0.2	-7	10	-4
COc1ccc2c(c1)CCC/C2=N\NC(=O)c1ccoc1C	-4	-8	/	-8	0.2	-19	12	/
COc1ccc(-c2sccc2C(C)C(=O)O)cc1 (centres undefined)	1	-2	-1	-7	0.6	1	3	-1
CCCc1ccc(-c2ccc(/C=C/C(=O)O)cc2)nc1	3	0	/	-9	-2.4	71*	-4	/
CCCCCCC(=O)N1CCN(c2cc3c(cc2F)c(=O)c(C(=O)O)cn3CC)CC1	-3	1	-5	1	-1.3	-6	-8	-5
C[C@@H](C(=O)NC1CCCC1)N1C(=O)N2CCc3c([nH]c4ccccc34)[C@@]2(C)C1=O	-2	-1	1	1	-1.7	-7	1	-3
Cc1c(NC(=O)c2cc3nc(-c4ccc(Cl)cc4)cc(C(F)(F)F)n3n2)c(=O)n(-c2ccccc2)n1C	1	7	0	8	0.3	19	12	1

(further entries)
SMILES	NR3A LBD binder	CXCR6 inh	A3A deaminase	EBI2 antag	MPTP inh	Gli-Sufu block	CCR6 antagonist	APOBEC3G inh
C/C(=N\NC(=O)COc1ccccc1[N+](=O)[O-])c1cccs1	1	-4	5	9	-2.9	-48	8	5
Cc1nc(NC(=O)CSc2nnnn2C)sc1C	-2	-4	2	6	0.2	-34	3	0
CC1=C(C(=O)N2CCOCC2)C(c2cc(C)ccc2C)NC(=S)N1 (centres undefined)	-1	-4	1	3	0.4	-2	4	-1
CCOC(=O)C1=C(c2ccccc2)N=c2s/c(=C\c3ccco3)c(=O)n2C1c1cccs1 (centres undefined)	-4	6	42*	-8	3.5	8	14	13
O=C(OCC(=O)c1ccc(Cl)s1)c1ccc(CO)cc1	1	0	7	-8	0.7	-7	8	-4
Cn1c(=O)n(C)c2cc(NS(C)(=O)=O)ccc21	1	3	-2	1	-1.7	-1	-15	-2
COc1ccc(-c2[nH]ncc2/C=N\NS(=O)(=O)c2ccccc2)cc1OC	-1	-7	1	1	-2.5	-6	-16	0
Cn1cccc1Cc1nnc(SCC(=O)Nc2ccc(F)cc2)n1CCc1ccccc1	-1	0	-6	51*	1.0	-4	2	-9
CN(C(=O)c1cccc(NC(=O)Cc2ccc(NC(=O)C3CCN(C(=O)C4CC4)CC3)cc2)c1)C1CCC1	0	-6	/	-2	-1.3	-15	11	/
O=C(NCc1ccc(Cl)cc1)c1cc2c(nc3sccn32)s1	-4	-2	1	12	2.8	9	5	-3

A few values from the list:
Result for O=C(OCC(=O)c1ccc(Cl)s1)c1ccc(CO)cc1 in CXCR6 inh: 0
Result for CC1=C(C(=O)N2CCOCC2)C(c2cc(C)ccc2C)NC(=S)N1 (centres undefined) in Gli-Sufu block: -2

(next part)
SMILES	NR3A LBD binder	CXCR6 inh	A3A deaminase	EBI2 antag	MPTP inh	Gli-Sufu block	CCR6 antagonist	APOBEC3G inh
CN(CC(=O)Nc1ccc(Cl)cc1)CC(=O)Nc1cccc2ccccc12	-8	-5	0	6	0.6	32	15	-2
COC(=O)c1nnn(-c2nonc2N)c1CSc1ccc(Cl)cc1	3	2	-1	5	-0.3	1	-10	-4
CCC(NS(=O)(=O)c1ccc(C)cc1)C(=O)Nc1ccc(NC(C)=O)cc1 (centres undefined)	1	-6	-3	-10	-1.3	-3	-9	-6
CN(C)c1ccc(C=Nc2ccccc2C(N)=O)cc1	-5	-3	-1	-2	0.4	-89	-19	-3
Cc1ccc(NCCNc2ccc(C)cc2)cc1	1	2	0	47*	-0.2	/	-3	-2
O=C(C/C=N\O)Nc1ccc(Oc2ccccc2)cc1	-2	-2	-2	2	-0.5	-8	4	-3
COc1ccc(S(=O)(=O)Nc2nc3n(n2)C(c2ccc(Cl)cc2)CC(=O)N3)cc1 (centres undefined)	0	2	-3	5	6.2	-2	4	-2
Cc1ccc(SCCC(=O)OC(C)C(=O)Nc2ccccc2)cc1 (centres undefined)	0	-3	-2	5	-0.6	-8	5	-11
C/C=C/c1ccc(OCCOc2cccc3cccnc23)c(OC)c1	-2	-6	-2	6	0.8	-5	-10	-1
O=C(O)c1cc(-c2ccccc2Cl)n(-c2cccc(Cl)c2)n1	-1	1	-3	-3	0.7	2	0	-1
CC(OC(=O)c1cccc(S(=O)(=O)N(C)C)c1)C(=O)NCc1ccc2c(c1)OCO2 (centres undefined)	1	-6	-3	5	-2.5	-12	-3	-7
CCOc1ccc(C2=CSC3=NCCN23)cc1	-1	7	-4	-3	-0.1	18	2	-4
Cn1c(CSc2nc3ccccc3s2)nc2ccccc21	0	-6	2	2	0.7	-67	-9	-7
O=Cc1cccn1-c1cccc([N+](=O)[O-])c1	-3	-5	4	-2	-0.7	5	-12	-1
COc1ccc(NC(=O)c2ccccc2NS(=O)(=O)c2ccc(CNC(C)=O)cc2)c(OC)c1	-7	2	-3	8	-1.5	-4	12	-10
Cc1c(OCC(=O)N2CCC(C(N)=O)CC2)ccc2c3c(c(=O)oc12)CCC3	-2	-3	2	-2	0.4	2	-2	1
C=CCN1C(=O)[C@H]2CCC=C[C@H]2[C@@H]1c1cccc(C)c1	1	8	5	-3	-4.4	-1	18	6
Cc1cc(C)c2sc(N(CCN(C)C)C(=O)c3ccc4ccccc4c3)nc2c1	1	8	-1	-2	13	10	14	-3
CCOC(=O)C1(CCOC)CCN(Cc2cccc(OCc3ccccc3)c2)CC1	-2	1	-5	11	55*	34	20	-7
CCC(=O)Nc1ccc(S(=O)(=O)N2CCCCC2)cc1OC	0	11	-5	1	-0.2	-1	-10	-8
COc1ccccc1NS(=O)(=O)c1cc(NC(=S)Nc2cc(C)cc(C)c2)ccc1Cl	20*	-19	-2	-5	97*	46	25	-2
CS(=O)(=O)c1ccc(C(=O)N2CCN(S(=O)(=O)c3ccc(C4CCCCC4)cc3)CC2)cc1	2	-2	/	2	-0.3	28	27	/
O=C(NNC(=S)NCc1ccccc1)c1ccc(OC(F)F)cc1	-2	9	-2	-1	-1.2	4	15	-5
COc1ccc(OC)c(NC(=O)Nc2cccnc2)c1	-21	-2	-4	4	-1.0	3	-3	-5
O=C(CN1CCN(Cc2ccccc2F)C1=O)NC1CCCC1	-3	-3	2	1	1.4	8	-4	-5

From PubChem
